# SENP8 block – SENP8 protease inhibitors, primary screen, biochemical, luminescence | purified SENP8, Z-RLRGG-aminoluciferin cleavage | actives 1.2% (n = 330,000) | AID 2540, 2010 | inhibition, % at 10 µM
# Jurkat NFkB inh – inhibitors of induced NF-kB luciferase reporter, primary screen, TCR NF-kB activation inhibitor project, cell-based, luminescence, uHTS; Jurkat, PMA/ionomycin-induced NF-kB luciferase reporter; AID 435003, 2010; actives 0.53% (n = 330,000); inhibition, % at 4 µM
# 697 NFkB inh – inhibitors of PMA/ionomycin-induced NF-kB reporter, 697 cells, primary screen, B-cell NF-kB inhibitor project, cell-based, luminescence, uHTS. 697 B-cell NF-kB luciferase reporter, 16 h. inhibition, % at 4 µM. actives 0.33% (n = 330,000). AID 435022, 2010; in the data active = inhibition above about 35%
# Apaf-1 inh – inhibitors of human Apaf-1 apoptosome, primary screen, biochemical, DEVD-Rh110 fluorescence, uHTS. actives 0.71% (n = 330,000). reconstituted apoptosome caspase-3 activity. AID 489030, 2010. inhibition, % at 20 µM; active = inhibition of at least 40% at 20 µM;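 note: plate controls were DMSO wells for no effect and DEVD-CHO caspase inhibitor wells for full effect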
# Target sequence (O14727 whole entry, looked up): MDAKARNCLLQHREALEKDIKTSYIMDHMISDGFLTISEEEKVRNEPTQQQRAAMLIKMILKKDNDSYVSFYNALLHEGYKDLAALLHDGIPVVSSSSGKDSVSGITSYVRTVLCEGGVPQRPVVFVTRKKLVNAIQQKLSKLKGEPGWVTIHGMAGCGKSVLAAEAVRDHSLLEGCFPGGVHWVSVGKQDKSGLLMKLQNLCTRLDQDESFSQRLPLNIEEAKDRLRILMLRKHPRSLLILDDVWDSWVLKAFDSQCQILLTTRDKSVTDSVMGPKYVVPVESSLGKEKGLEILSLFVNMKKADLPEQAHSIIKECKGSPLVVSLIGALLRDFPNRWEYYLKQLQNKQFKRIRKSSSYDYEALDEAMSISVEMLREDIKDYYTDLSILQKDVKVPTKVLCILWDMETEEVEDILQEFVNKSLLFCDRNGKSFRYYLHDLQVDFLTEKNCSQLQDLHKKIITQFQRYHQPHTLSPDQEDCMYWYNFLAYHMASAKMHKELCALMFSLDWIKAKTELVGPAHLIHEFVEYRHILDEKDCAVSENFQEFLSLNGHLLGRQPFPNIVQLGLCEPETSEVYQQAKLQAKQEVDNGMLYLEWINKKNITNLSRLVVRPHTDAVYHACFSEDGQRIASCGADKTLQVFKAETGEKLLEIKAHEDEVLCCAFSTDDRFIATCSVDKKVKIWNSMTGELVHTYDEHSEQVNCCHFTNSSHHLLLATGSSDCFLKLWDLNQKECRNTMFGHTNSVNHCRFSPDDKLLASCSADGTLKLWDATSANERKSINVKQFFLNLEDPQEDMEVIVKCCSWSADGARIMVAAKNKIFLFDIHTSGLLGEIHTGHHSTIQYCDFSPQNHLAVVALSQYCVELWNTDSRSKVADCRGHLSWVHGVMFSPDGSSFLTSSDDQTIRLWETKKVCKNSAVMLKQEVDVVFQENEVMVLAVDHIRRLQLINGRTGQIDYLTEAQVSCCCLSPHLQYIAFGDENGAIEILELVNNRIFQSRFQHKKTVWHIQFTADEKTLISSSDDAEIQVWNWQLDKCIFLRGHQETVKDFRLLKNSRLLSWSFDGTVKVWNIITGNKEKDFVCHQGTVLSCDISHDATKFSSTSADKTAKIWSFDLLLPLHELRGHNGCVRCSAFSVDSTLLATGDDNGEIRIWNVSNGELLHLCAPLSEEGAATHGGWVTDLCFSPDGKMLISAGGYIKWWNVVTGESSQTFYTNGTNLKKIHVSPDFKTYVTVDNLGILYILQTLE
#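 Assay system: Apoptosome proteins | Medium: pH 7.5 Hepes buffer with CHAPS, BSA, DTT | Also added: Cytochrome c and DEVD-Rh110 substrate | Times: 30 min plus 50 min, RT | Detection: Rhodamine 110 fluorescence at Ex 480/Em 540 nm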
# SENP7 inh – SENP7 protease inhibitors, primary screen, biochemical, luminescence, uHTS; recombinant SENP7, Z-RLRGG-aminoluciferin luminescence, 40 min; inhibition, % at 5 µM; actives 1.5% (n = 330,000); Sentrin-specific protease 7 (Homo sapiens), Q9BQF6; AID 434973, 2010;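 active = inhibition above about 50% at the single test dose, limit read from the data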;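 note: plate controls were DMSO with enzyme for no effect and no enzyme buffer wells for full effect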
# Gli-Sufu antag – Gli-Sufu pathway antagonists, primary screen, luciferase luminescence, Sufu-KO-LIGHT cells, uHTS | Sufu-KO-LIGHT fibroblasts, Gli luciferase reporter luminescence | inhibition, % at 5 µM | actives 0.74% (n = 340,000);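 active = inhibition above about 55%, limit read from the data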;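 note: 0% = DMSO-treated cells and 100% = wells with medium but no cells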
# HKDC1 inhibitor – HKDC1 hexokinase inhibitors, primary screen, biochemical, fluorescence, uHTS. actives 0.16% (n = 340,000). recombinant HKDC1, G6PDH/diaphorase resazurin coupled fluorescence. inhibition, % at 20 µM. Q2TB90;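 active = inhibition above about 35% when tested at 20 µM, limit read from the data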;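 note: plate controls were DMSO wells with enzyme for no effect and DMSO wells lacking enzyme for full effect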
#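 Material: recombinant HKDC1 hexokinase; Amount: HKDC1 at 5 µg/mL; Medium: Tris pH 8.0 buffer with MgCl2, Tween-20, BSA, BME; Schedule: 90 min reaction incubation at room temperature, dark; Technique: coupled resazurin fluorescence, excitation 525 nm, emission 613 nm.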
# UBC13 inh – UBC13 polyubiquitin chain formation inhibitors, primary screen, biochemical, TR-FRET, uHTS; inhibition, % at 20 µM; actives 0.47% (n = 330,000); AID 485273, 2010; Ubiquitin-conjugating enzyme E2 N (Homo sapiens), P61088; in the data active = inhibition above about 45%, passing the limit was not always enough
# The depositor's hits bear a star; . = no result given. Cut-off read from the data, not from the text of the source, unless noted: active = inhibition above about 50%; inactive = the rest. Compounds were not picked by outcome; overall some 3.6% were active at least once.
SMILES,SENP8 block,Jurkat NFkB inh,697 NFkB inh,Apaf-1 inh,SENP7 inh,Gli-Sufu antag,HKDC1 inhibitor,UBC13 inh
Cc1ccc(OCCOC(=O)c2nc3nccc(C)n3n2)cc1,-10,7,9,11,-8,-2,20,1
CCCn1c(N2CCN(CC(=O)c3c(C)n(C)c4ccccc34)CC2)nc2c1c(=O)[nH]c(=O)n2C,17,8,5,21,-7,4,-11,-10
CCCn1c(SCC(N)=O)nnc1C(C)C,7,12,9,-5,4,-11,-6,8
Cc1cc(C)n2nc(C(=O)NCc3ccco3)cc2n1,-4,-11,10,9,-8,13,-3,7
COc1ccc(C)cc1NC(=O)CN1C(=O)C(=O)N(C2CCCC2)C1=O,-11,-9,-6,11,-5,7,-4,-4
CCOc1cc(C)ccc1OCc1nnc(SCC(=O)Nc2cccc(C(=O)O)c2)n1-c1ccccc1,10,11,-23,11,0,-4,-6,-17
Cc1cc(Nc2cccc(Cl)c2Cl)n2ncnc2n1,2,6,6,0,0,36,4,2
Cc1cccc(C(=O)NNS(=O)(=O)c2ccc(F)cc2)c1,-2,-16,4,-9,1,-6,-1,1
O=C(NCc1cccnc1)c1ccc(COc2ccccc2Br)o1,-7,72*,1,-15,-1,7,-5,0
Cc1c(N2C(=O)/C(=C\c3cccc4ccccc34)SC2=S)c(=O)n(-c2ccccc2)n1C,3,-4,8,30,1,-1,1,-12
COc1ccc(NC(=O)CN(C)C(=O)CC2CCCC2)cc1,4,-1,-4,1,-2,-6,-4,-6
Nc1cc2ccccc2oc1=O,-8,7,-2,-10,-10,0,-5,-8
Cc1ccc2nc(Nc3ccc(C)c(C)c3)c3nncn3c2c1,-15,-36,-46,27,-8,-12,1,8
Cc1cc(C)c2c(=O)c(/C=C3\NC(=S)NC3=O)coc2c1,2,5,6,-99,1,.,.,1
O=C(O)CSC(C(=O)Nc1ccc(Br)cc1)c1ccc(Cl)cc1 (centres undefined),5,9,28,-4,6,-28,3,0
CN(C)S(=O)(=O)c1ccc2[nH]cc(/C=C/c3nc4ccccc4c(=O)n3-c3ccccc3)c2c1,-8,32,25,18,-8,20,-4,-10
O=c1nc(SCc2c(F)cccc2Cl)nc(-c2ccc(Cl)cc2)[nH]1,8,11,12,15,2,4,11,-12
O=C(NCC1CCC(C(=O)O)CC1)c1cccnc1 (centres undefined),-10,-3,-9,-14,3,-6,-7,-14
Cc1ccc(Cn2nnc3c(=O)n(CC(=O)NCc4ccco4)cnc32)cc1,-2,21,7,-14,6,13,-6,5
Cc1nn(C)cc1C(C)Nc1nc2nonc2nc1N1CCCCC1 (centres undefined),7,2,12,-5,-1,-11,0,1
Cc1cccc2cc(CN(Cc3ccc(F)cc3)C(=O)C(F)(F)F)c3nnnn3c12,-2,-8,-17,16,-4,4,-1,-8
Cc1ccc2oc(/N=C(\N)NC(=O)C(C)(C)C)nc2c1,36,60*,-44,2,65*,75*,0,4
O=S(=O)(N/N=C\c1cccc(F)c1)c1ccccc1,-1,-1,-7,-11,12,4,-7,-7
CCn1c(SCC(=O)N2CCCc3ccccc32)nnc1-c1cccs1,5,17,19,-6,-3,2,-11,2
CCN(C[C@H]1N[C@@](CC)(C(=O)OC)[C@H]2C(=O)N(Cc3ccccc3)C(=O)[C@@H]12)C(=O)Nc1ccc(Cl)cc1,7,-3,-8,11,3,5,-3,8

# Just Apaf-1 inh and Jurkat NFkB inh (3 entries from above):
structure	Apaf-1 inh	Jurkat NFkB inh
Nc1cc2ccccc2oc1=O	-10	7
Cc1ccc2nc(Nc3ccc(C)c(C)c3)c3nncn3c2c1	27	-36
Cc1cc(C)c2c(=O)c(/C=C3\NC(=S)NC3=O)coc2c1	-99	5

# (next part)
SMILES,SENP8 block,Jurkat NFkB inh,697 NFkB inh,Apaf-1 inh,SENP7 inh,Gli-Sufu antag,HKDC1 inhibitor,UBC13 inh
CCc1ccc(OCc2nnc(SCC(=O)Nc3cccc(C(=O)N4CCOCC4)c3)o2)cc1,6,-12,-17,5,1,-4,-5,-1
CCOC(=O)c1nnn(-c2nonc2N)c1-c1cccc2ccccc12,0,-5,-6,1,3,4,2,2
C=CCn1c(SCc2csc(C)n2)nc2sc3c(c2c1=O)CCC(C)C3 (centres undefined),4,9,-22,13,5,12,1,3
O=S(=O)(c1ccc(Cl)cc1)N1CCCN(c2ccc(C(F)(F)F)cn2)CC1,-4,-1,-4,17,-2,2,2,-4
O=C(O)c1cc(S(=O)(=O)N2CCN(S(=O)(=O)c3ccccc3)CC2)ccc1Cl,-11,-9,-3,4,-3,8,-5,-10
CNC(=O)C(C)N1c2cccc3cccc(c23)S1(=O)=O (centres undefined),4,6,12,-8,-1,2,0,8
O=[N+]([O-])c1cc(CN2CCC(O)CC2)ccc1Cl,-11,-6,-1,2,-11,2,-12,-11
Cc1ccc(NC(=O)CSCC(=O)N(CCC(C)C)c2c(N)n(Cc3ccccc3)c(=O)[nH]c2=O)cc1,-7,5,-3,17,3,-6,4,-1
CC1N(C(=O)N2CCOCC2)CCN1S(=O)(=O)c1ccc(Cl)cc1 (centres undefined),-1,8,6,1,0,-8,-6,2
COc1cccc2cc(C(=O)C3=C(O)C(=O)N(CCN4CCOCC4)C3c3ccc(C)o3)oc12 (centres undefined),11,9,-5,12,1,1,2,-14
COc1cc(C(=O)N2CCN(C(=O)c3ccco3)CC2)cc(OC)c1OC,5,-1,0,-5,1,0,-9,-3
O=C1OCC2=C1C(c1ccc(F)cc1)Sc1ccccc1N2 (centres undefined),3,42,-17,3,2,3,-4,-3
N#Cc1ccccc1OCC(=O)Nc1nnc(C2CC2)s1,5,-13,-19,-13,4,-7,-1,6
CCn1cnc2c1c(=O)n(CC(=O)NCc1ccccc1)c(=O)n2Cc1ccccc1,2,-1,3,2,7,4,10,9
Cc1cc(C)cc(C(=O)NC(CC(N)=O)c2ccc(N3CCN(c4ccccn4)CC3)c([N+](=O)[O-])c2)c1 (centres undefined),-5,7,-11,17,-11,-16,-6,-7
O=C(COc1ccc(Br)cc1)NN1C(=O)c2ccccc2C1=O,-1,-6,2,-4,1,-3,-2,-5
C=C1CCN([C@@H](Cc2ccccc2)C(=O)NCc2ccc(Cl)cc2)S(=O)(=O)c2ccccc21,-4,4,8,8,6,12,2,11
Cc1ccc(NC(=O)CSc2nnc(-c3cccs3)n2Cc2ccco2)cc1,11,-9,-7,18,1,-1,10,0
Cc1ccc(N2CC(C(N)=O)CC2=O)cc1 (centres undefined),-4,-10,5,3,3,-2,-3,5
O=C(COc1ccc(Cl)cc1)NNC(=O)c1ccncc1,-7,-8,-7,19,-2,-13,-2,-12
CCc1c(O)nc(SCC(=O)Nc2ccc3c(c2)CCC3)[nH]c1=O,6,-7,24,-14,-3,-5,-17,0
Cc1ccc(C)c(NC(=O)CCN2CCCCC2)c1,5,-1,2,-9,0,6,-7,0
CCOC(=O)Cc1csc(N/N=C\c2ccc(N(C)C)cc2)n1,-2,7,1,16,4,-9,3,-6
N/C(Cc1ccc([N+](=O)[O-])cc1)=N\OC(=O)c1ccc([N+](=O)[O-])cc1,-12,9,17,22,-7,-20,1,-10
CN(C)c1ccc(/C=N/NC(=O)Cn2nnc3ccccc32)cc1,-15,-4,-2,-5,-5,-33,-3,10
SMILES,SENP8 block,Jurkat NFkB inh,697 NFkB inh,Apaf-1 inh,SENP7 inh,Gli-Sufu antag,HKDC1 inhibitor,UBC13 inh
Cc1ccc(C(=O)NC(=S)N2CCN(c3ccccc3F)CC2)cc1,-2,-12,-5,16,8,-11,4,0
COC(=O)c1ccccc1NC(=O)CN(c1ccccc1)S(=O)(=O)N(C)C,-3,1,2,-1,4,5,-11,-12
O=C(CNC(=O)C(c1ccccc1)c1ccccc1)N/N=C/c1ccc(O)cc1O,0,12,-4,-3,7,1,-33,-9
CCCOc1ccc(Cl)cc1/C=C1/C(=O)ON=C1C,-9,-13,1,5,-10,-2,5,-8
Cc1cc(Cl)ccc1OC(C)C(=O)NCCCCc1ccccc1 (centres undefined),5,-6,11,1,4,7,3,10
Cc1cccn(Cc2c(Cl)cccc2Cl)c1=O,0,-2,20,-12,4,1,-4,5
Cc1noc(C)c1N=Nc1ccccc1C(=O)O,-4,3,1,-7,-2,1,-12,0
CCN1CCN(c2cc(C)c3cc(NC(=S)N(CC)CC)ccc3n2)CC1,6,-21,17,-9,1,13,4,15
Cc1ccc(/C=N/NC(=S)Nc2cccc(S(=O)(=O)N(C)C)c2)o1,2,-1,6,-7,5,8,-26,-6
COc1ccccc1NC1CCCCC1NS(=O)(=O)c1ccc(C)cc1 (centres undefined),-3,19,3,15,2,6,4,5
COc1ccc(CCCC(=O)NCC(=O)N/N=C/c2cc(Cl)ccc2OC)cc1,1,-5,1,19,5,0,2,21
CC1CC(C)CN(c2oc(Cc3ccccc3)nc2C#N)C1 (centres undefined),-1,-14,-13,17,-1,4,3,11
CC(=O)C1=C(C)Nc2ncnn2C1c1cccc(O)c1 (centres undefined),-1,-12,9,2,7,0,-9,0
O=C(NC(=S)NCCc1ccccc1)c1ccco1,4,-14,-18,-1,2,2,4,-1
O=c1[nH]c(C(F)(F)F)nc2ccccc12,0,-4,-26,-112,-4,1,-5,-7
COc1ccc2ccccc2c1CN1CCN(C)CC1,3,1,15,-15,-3,4,-4,7
Cn1c(N)c(C(=O)COC(=O)/C=C/c2cccc(F)c2)c(=O)n(C)c1=O,-1,9,8,0,4,2,3,3
CC(=O)Nc1ccc(N2C(=O)CC(N3CC(C)OC(C)C3)C2=O)cc1 (centres undefined),-6,-12,-7,-4,-12,-1,9,0
Cc1ccc(S(=O)(=O)Oc2ccccc2/C=N/NC(=O)c2nn(C)cc2[N+](=O)[O-])cc1,2,5,8,4,1,-1,-5,2
CCC(=O)NCC(=O)OCC(=O)c1ccccc1,-8,10,11,-6,-1,-16,-3,3
Oc1c(C(c2ccc(F)cc2)N2CCc3ccccc3C2)sc2ncnn12 (centres undefined),0,18,-4,0,-8,0,2,-4
O=C(C[C@@H]1C/C=C\C[C@H](Cc2ccc(F)cc2)C(=O)OC[C@@H](c2ccccc2)NC1=O)NCCO,-14,-12,-1,13,-5,8,0,-8
CCC(C)(C(=O)NC1CCCCC1)N(Cc1cccs1)C(=O)c1ccccn1 (centres undefined),-3,-2,9,-19,3,-1,3,-1
CCOC(=O)c1cccc(NC(=O)CSc2nncn2-c2ccccn2)c1,-10,-4,-13,0,-5,3,-6,-2
CCc1cccc2c(C(=O)CN3C(=O)N(C)C4(CCCCC4)C3=O)c[nH]c12,6,22,-28,-3,2,2,1,7
COc1cc(OC)c(N2CC(C(=O)Nc3cccc(C(=O)NC4CC4)c3)CC2=O)cc1Cl (centres undefined),0,-25,-3,-3,-9,-9,-2,-3

# An excerpt from above in order of the 697 NFkB inh value, ascending.
canonical_smiles | SENP8 block | Jurkat NFkB inh | 697 NFkB inh | SENP7 inh | HKDC1 inhibitor | UBC13 inh
O=C(NC(=S)NCCc1ccccc1)c1ccco1 | 4 | -14 | -18 | 2 | 4 | -1
CC1CC(C)CN(c2oc(Cc3ccccc3)nc2C#N)C1 (centres undefined) | -1 | -14 | -13 | -1 | 3 | 11
CC(=O)Nc1ccc(N2C(=O)CC(N3CC(C)OC(C)C3)C2=O)cc1 (centres undefined) | -6 | -12 | -7 | -12 | 9 | 0
Cc1ccc(S(=O)(=O)Oc2ccccc2/C=N/NC(=O)c2nn(C)cc2[N+](=O)[O-])cc1 | 2 | 5 | 8 | 1 | -5 | 2
COc1ccc2ccccc2c1CN1CCN(C)CC1 | 3 | 1 | 15 | -3 | -4 | 7
Cc1cccn(Cc2c(Cl)cccc2Cl)c1=O | 0 | -2 | 20 | 4 | -4 | 5
